NPC1 promoter act: activators of NPC1 promoter; Huh7 NPC1 promoter luciferase reporter, 24 h; Potency, µM (series often up to 9.22 µM), for the others: top-dose activation, most hits filed as activators; 320,000 tested, 2.4% active; AID 485313;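 note: % of control where 0% means no effect; nearly all actives have a fitted effect of over 60% in size; reporter is driven by a mutant NPC1 promoter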
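Stable NPC1-promoter luciferase Huh7 line; cpd (DMSO) 24 h, 37 °C, 5% CO2; Amplite luciferase reagent 10 min RT; luminescence readout. qHTS format.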
VP16 counter: inhibits Gal4-VP16 luciferase reporter, ROR gamma counter-screen; Drosophila S2 Gal4-VP16 UAS-luciferase, luminescence, 20 h; Potency, µM (series often up to 53.6 µM), inactives show at the highest dose activity, negative = inhibition, hits mostly inhibitors; 310,000 tested, 3.5% active; AID 2546;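 note: Gal4-VP16 expression switched on by copper sulfate through the metallothionein promoter; % is set by controls: 0 for no effect and ±100 for the full control effect; nearly all actives have a fitted effect of over 50% in size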
CXXC DNA block: blocks binding of human MLL CXXC domain to DNA. MLL-CXXC / FITC-HOXA9 DNA fluorescence polarization. Potency, µM (series often up to 115 µM), for the others: at the highest dose activity change, negative = inhibition, usual class: inhibitors. 290,000 tested, 0.037% active; active = well fitted inhibition curve with a large enough effect in the polarisation, with a control signal flat, not every such curve was filed as active; inconclusive = small, poorly fitted or top-dose-only effect, or effect the other way, or a change in a side signal; inactive = no such curve, though single readings can be large or run the other way; the % refers to the polarisation
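Fluorescence polarization: 7 uM MLL-CXXC (stock) preincubated 5 min with compounds, then 50 nM fluorescein-HOX-A9 DNA (stock) added; 30 min ambient. Buffer 50 mM Tris-HCl pH 7.5, 50 mM NaCl, 1 mM DTT, 0.05% BSA.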
BRCA1 expr act: increases BRCA1 expression; MCF7-BRCA1-FFLuc reporter, luminescence, 48 h; response scale: scaled: vehicle 0%, 10 µM genistein 100%; Potency, µM (top dose mostly 46.1 µM), inactives show at the top dose activation, most hits filed as activators; 380,000 tested, 1.1% active; AID 624202; note: nearly all actives have a fitted effect of over 80% in size; some results filed as inactive show a strong effect at the top dose
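Activators of BRCA1 expression were detected as increased firefly luciferase luminescence in engineered MCF7 cells after 48 h compound incubation. Signals were scaled to genistein 10 microM as full activation.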
Rab9 promoter act: activates the Rab9 promoter | Potency, µM (titrated, usually from 9.22 µM), without a hit: at the top dose activation, negative = inhibition, most hits filed as activators | 320,000 tested, 2.8% active | Huh7 Rab9 promoter-luciferase reporter, luminescence, 24 h; note: % of control where 0% means no effect; nearly all actives have a fitted effect of over 60% in size
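Promoter activation is measured as luciferase luminescence in Huh7 cells stably transfected with a Rab9 promoter–luciferase construct, following 24 h compound exposure at 37 °C and 10 min reagent incubation at ambient temperature.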
p53 reactivation: re-activators of mutant p53; Potency, µM (top dose mostly 92.2 µM), without a hit: at the top dose activity change, positive = activation, most hits filed as activators; 320,000 tested, 0.063% active; H1299 p53-A138V BP100-luciferase reporter, luminescence, 24 h; note: % of control where 0% means no effect; nearly all actives have a fitted effect of over 45% in size
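H1299 (p53-null), stable ts p53-A138V + BP100-Luc; 1000 cells/well, Opti-MEM/10% FBS; cpd 4 pt, 1:5; 24 h, 37 deg C, 5% CO2; detection reagent 10 min RT; luminescence.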
ELG1 genotox: induces genotoxicity in HEK293T cells with luciferase-tagged ELG1; Potency, µM (highest dose often 46 µM), inactives show at the top dose activity change, positive = activation, actives largely listed as activators; AID 504466; HEK293T ELG1-luciferase reporter, luminescence, 16 h; 330,000 tested, 1.3% active; note: % of control where 0% means no effect; nearly all actives have a fitted effect of over 60% in size
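Luminescence read-out: rising ELG1-luciferase signal, reflecting elevated ELG1 protein under genetic stress, flags genotoxic compounds. Cells were treated for 16 hr at 37 °C before ONE-Glo detection.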
uPA generation: blocks generation of uPA at the cell surface; 330,000 tested, 0.31% active; AID 540303; Potency, µM (doses to about 38.3 µM), for the others: top-dose activity change, negative = inhibition, most hits filed as inhibitors; cell surface uPA generation assay, qHTS; active = well fitted inhibition curve with a large enough effect; inconclusive = small, poorly fitted or top-dose-only effect; inactive = no such curve, though single readings can be large or run the other way; tested in mouse RAW 264.7 cells; note: % is set by controls: 0 for no effect and ±100 for the full control effect; nearly all actives have a fitted effect of over 55% in size
FLuc modulator: counter-screen for miR-21 project: firefly luciferase inhibitors or activators; P08659; purified FLuc, Km substrates, luminescence inhibition; Potency, µM (top dose mostly 57.5 µM), for the others: at the top dose activity change, negative = inhibition, hits mostly inhibitors; 360,000 tested, 6.9% active; AID 588342;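 note: plate controls were vehicle for no effect and reference inhibitor for full effect; nearly all actives have a fitted effect of over 55% in size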
Target sequence (P08659 whole entry, looked up): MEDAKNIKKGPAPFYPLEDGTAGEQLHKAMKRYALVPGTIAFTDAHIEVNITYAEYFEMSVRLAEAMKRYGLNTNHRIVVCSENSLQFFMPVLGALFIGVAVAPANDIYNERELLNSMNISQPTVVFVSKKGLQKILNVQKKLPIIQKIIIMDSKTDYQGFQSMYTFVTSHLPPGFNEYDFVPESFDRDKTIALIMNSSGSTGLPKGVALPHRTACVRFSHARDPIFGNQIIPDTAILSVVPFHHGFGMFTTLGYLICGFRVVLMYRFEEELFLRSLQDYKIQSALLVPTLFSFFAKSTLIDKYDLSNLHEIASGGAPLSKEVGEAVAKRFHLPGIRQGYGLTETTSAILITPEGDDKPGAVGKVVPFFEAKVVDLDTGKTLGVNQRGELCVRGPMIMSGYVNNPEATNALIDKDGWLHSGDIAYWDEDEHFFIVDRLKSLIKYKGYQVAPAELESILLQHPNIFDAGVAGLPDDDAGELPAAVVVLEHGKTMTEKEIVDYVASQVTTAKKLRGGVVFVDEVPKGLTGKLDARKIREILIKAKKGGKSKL
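Biochemical qHTS of compounds, final roughly 60 µM downward over six points, against 10 nM purified firefly luciferase using Km concentrations of substrates (10 uM D-luciferin, 10 uM ATP) in Tris acetate pH 7.5 buffer; luminescence output.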
MBNL1 CUG block: blocks human MBNL1 binding to CUG repeat RNA. Q9NR56. 280,000 tested, 0.036% active. Potency, µM (top dose mostly 57.5 µM), without a hit: at the top dose activity change, negative = inhibition, hits mostly inhibitors. TR-FRET MBNL1-His/biotin-(CUG)12 binding, 665/545 ratio; active = well fitted inhibition curve with a large enough effect in the signal ratio, with a control signal flat, not every such curve was filed as active; inconclusive = small, poorly fitted or top-dose-only effect, or effect the other way, or a change in a side signal; inactive = no such curve, though single readings can be large or run the other way; the % refers to the signal ratio; note: % is set by controls: 0 for no effect and ±100 for the full control effect
Target sequence (Q9NR56 whole entry, looked up): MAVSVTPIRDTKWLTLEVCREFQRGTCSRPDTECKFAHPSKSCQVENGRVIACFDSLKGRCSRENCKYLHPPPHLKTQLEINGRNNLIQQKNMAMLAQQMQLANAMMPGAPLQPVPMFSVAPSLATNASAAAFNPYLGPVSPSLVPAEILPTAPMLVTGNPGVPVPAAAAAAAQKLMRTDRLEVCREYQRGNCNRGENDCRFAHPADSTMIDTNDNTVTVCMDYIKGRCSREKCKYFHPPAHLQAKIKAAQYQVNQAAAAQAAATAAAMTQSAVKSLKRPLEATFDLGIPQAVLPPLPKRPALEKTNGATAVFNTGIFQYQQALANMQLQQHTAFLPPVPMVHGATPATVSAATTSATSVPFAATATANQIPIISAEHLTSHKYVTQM
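Inhibition of protein-RNA binding appears as loss of TR-FRET between terbium anti-His antibody on MBNL1-His and streptavidin-XL665 on biotin-(CUG)12. Activity is normalized to buffer-only and uninhibited-complex controls.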
RORg inh: ROR gamma (mouse) transcription inhibition. P51450. Drosophila S2 Gal4-RORgamma UAS-luciferase reporter, 20 h. Potency, µM (series often up to 53.6 µM), for inactives: at the top dose activity change, negative = inhibition, hits mostly inhibitors. 310,000 tested, 5.4% active. AID 2551; note: % is set by controls: 0 for no effect and ±100 for the full control effect; nearly all actives have a fitted effect of over 60% in size
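Luciferase reporter read in Schneider cells carrying Gal4-RORγ (mouse) and UAS-Photinus luciferase; cells given compound 1 h before 700 uM copper sulfate induction, then incubated 20 h at ambient temperature.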
An asterisk follows results filed as active; ? = inconclusive; · = not tested or not shown; & = joins results of further samples; [ ] = another dose, or the depositor's remark. Unless noted, calls come from the whole dose curve; as a rule, active = well fitted curve in the direction sought with a large enough effect; inconclusive = small, poorly fitted or top-dose-only effect, or another doubt; inactive = no such curve, though single readings can be large; an effect the other way counts as inactive or inconclusive. Potency is the fitted concentration of half-maximal effect.

SMILES | NPC1 promoter act | VP16 counter | CXXC DNA block | BRCA1 expr act | Rab9 promoter act | p53 reactivation | ELG1 genotox | uPA generation | FLuc modulator | MBNL1 CUG block | RORg inh
Cc1ccc(C)c(S(=O)(=O)N2CCCC2CNC(=O)C(=O)NC2CCCCCC2)c1 (stereo not drawn) | -1% | · | · | -24% | -2% | 1% | -8% | 0% | 1% | · | ·
CCc1ccccc1NC(=O)Cn1nnc(C(=O)NCc2cccs2)c1N | -24% | 0% | 9% | -6%&-43% | -11% | 6% | ? | -17% | 1%&1% | -5% | 1%
Cc1cccn2c(CNCCSc3nccn3C)c(C(=O)N3CCCCC3)nc12 | -3% | 0% | ? | 12% | -6% | -2% | 1% | -17% | -3% | 1% | -9%
CCc1ccc(NC(=O)Cn2nc(C)n3cccc3c2=O)cc1 | 0% | -1% | -6% | -2% | -3% | -1% | 4% | 4% | -2% | -1% | 23%
Cc1ccc(S(=O)(=O)N2CCC(C(=O)OCc3ccccc3)CC2)cc1C | 0% | · | · | 5% | -3% | 0% | -1% | -2% | -1% | · | ·
COC(=O)c1ccc(CSc2nnc(Nc3ccc(OC)cc3)s2)o1 | 2% | 1% | 0% | 11% | -2% | 13% | 2% | -1% | ? | -13% | 18%
COc1cc(NC(=S)NCCSc2ccc(C)cc2)cc(OC)c1 | -1% | 6.3µM* | 3% | 65% | -10% | 8% | -2% | 2% | 4% | ? | 7.1µM*
CCOc1ccc(-n2cnc3scc(-c4ccc(OC)c(OC)c4)c3c2=O)cc1 | -12% | -3% | -11% | -32% | -14% | -1% | -4% | 31% | 4% | 24% | 35%
CC1=NN(C(=O)c2ccc(Br)cc2)C(O)(C(F)(F)OC(F)(F)F)C1 (stereo not drawn) | -2% | 18µM* | -17% | -34% | 3% | 23% | -7% | -4% | -2% | -6% | 11µM*
O=C(c1ccc(COc2ccccc2Cl)o1)N1CCN(Cc2ccc3c(c2)OCO3)CC1 | 0%&-4% | -4%&11% | 1%&17% | -35%&-5% | -6%&-4% | 1%&-8% | -4%&-8% | 17%&7% | 0%&-1% | 2%&0% | 10%&31%
COc1ccccc1C(=O)N/C(=C\c1cn(C)c2ccccc12)C(=O)NCCCN1CCOCC1 | -4% | 2% | 4% | -19% | -4% | 2% | 4% | -1% | -19% | ? | -21%
N#Cc1ccccc1COC(=O)c1ccc(Br)o1 | 2% | -13% | 3% | -5% | -2% | 21% | -18% | -1% | ? | -3% | 5%
O=C1NC(c2ccccc2)Oc2ccccc21 (stereo not drawn) | 3% | 8% | 8% | -3% | -4% | -19% | 0% | 7% | 5% | -6% | 5%
O=C(CCc1nnc(CCc2ccccc2)o1)N1CCCC1c1nccs1 (stereo not drawn) | 2% | -5% | 0% | 4% | 1% | 3% | 5% | -1% | -4% | -4% | 9%
CC(C)C[C@H](NC(=O)N1CCn2c1nc1ccccc12)C(=O)N1CCCCC1 | -3% | -3% | 9% | -7% | -1% | -7% | 0%[9.26 µM] | -23% | 0% | 0% | -19%
CC(=O)c1ccc(N(C(=O)Cn2nnc3ccccc32)C(C(=O)NCc2ccccc2)c2ccccn2)cc1 (stereo not drawn) | 14% | -11% | 2% | 95% | 18% | 27% | 10% | -1% | ? | · | 31%[10 µM]
C=CCNc1sc(C(=O)c2ccc(C)cc2)c(N)c1C#N | -2% | -12% | -2% | -5% | 18% | 1% | 1% | -7% | 2% | 29% | 0%
CC(=O)c1cc2ccc(O)cc2oc1=O | 0% | -6% | -16% | 7% | -7% | 11% | 2% | 10% | 0% | ? | 3%
CC(Cn1cncn1)C(=O)N1CCN(S(=O)(=O)c2ccccc2)CC1 (stereo not drawn) | -7% | 0% | 44%[activator] | -12% | -5% | -3% | -3% | 3% | -1% | -6% | 13%
CCc1ccc(CN2CCCC(CNS(=O)(=O)c3ccc(OC)cc3)C2)cc1 (stereo not drawn) | 1% | 3% | 1% | 6% | -6% | -4% | -6% | -8% | 6% | -5% | 1%
Cc1cc2cc(CN(Cc3cccs3)C(c3nnnn3C(C)(C)C)C(C)C)c3nnnn3c2cc1C (stereo not drawn) | -7% | -8% | 1% | -13% | -8% | 5% | -1% | 0% | 0% | 1% | ?
CCC(C(=O)OCC(=O)NC(=O)NC(C)(C)C)c1ccccc1 (stereo not drawn) | -2% | 0% | 2% | -14% | 1% | 1% | -5% | 8% | -5% | -10% | -3%
Cc1ccc(C2=NC(C)(C)N=C2SCC(=O)Nc2ccc(Cl)cc2)cc1 | -1% | 9% | -12% | -53% | -1% | 2% | -11% | -10% | -2% | 0% | 30%
Cc1noc(C)c1C(=O)Nc1nc(-c2cc(F)ccc2F)cs1 | ? | · | · | 26% | ? | ? | 6% | -1% | ? | · | ·
COC(=O)c1ccccc1NC(=O)Nc1ccc(C)cn1 | 4% | -6% | -6% | 0% | 1% | 10% | 11% | -5% | -4% | -5% | -4%
O=C(COC(=O)/C=C/c1ccc(F)cc1)Nc1ccc(Cl)cn1 | -3% | -7% | 0% | -16% | 14% | -1% | -2% | 1% | 1% | -5% | 20%
c1csc(-c2ccn[nH]2)c1 | 0% | -13% | 14% | 22% | 2% | 23% | 4% | 7% | -16% | -8% | 4%
COc1cccc(-c2cc(C(F)(F)F)nc(-n3cncn3)n2)c1 | -1% | -20% | 30%[activator] | 4% | 1% | 0% | 1% | · | 2% | -9% | ?
Cc1ccc(-c2csc3nc[nH]c(=S)c23)cc1C | -3% | ? | -2% | -50% | -5% | -1% | -7% | -2% | -9% | · | 0.45µM*
O=C(/C=C/c1ccccc1)N1CCN(Cc2nc3ccccc3c(=O)[nH]2)CC1 | -1% | 4% | -9% | -1% | 0% | -1% | -3% | 0% | -14% | ? | 18%
Cc1ccc2c(c1)N(CC(=O)O)C(=O)CO2 | 1% | -11% | 2% | 15% | 0% | -2% | 0% | · | 1% | -23% | -14%
Cc1ccccc1NC(=O)c1ccccc1NC(=O)CCC(=O)O | -2% | -8% | 2% | -17% | 0% | -5% | 3% | -5% | 0% | -13% | -1%
O=C(CSc1ccc2ccccc2n1)Nc1ccc(N2CCOCC2)cc1 | 2% | ? | 8% | 33% | 5% | 4% | 6% | -1% | ? | 0% | 29%
O=C(Nc1ccc(OC(F)(F)F)cc1)c1n[nH]c(Cn2cncn2)n1 | -2% | -7% | -4% | -2%[1.84 µM] | 0% | -3% | 2% | 2% | 12µM* | 2% | 2%
COc1cccc(-c2nnc(N)o2)c1 | 5% | -2% | ? | 77% | 13% | 2% | 0% | 4% | -17% | -6% | 18%
COc1ccc(C(=O)N2CCn3c2nc2ccccc23)cc1 | 26% | -13% | 4% | 13µM* | 28% | 10% | ? | -2% | ? | 6% | 13%
Cc1ccc(C)c(S(=O)(=O)N2CCCCC2CCNC(=O)C(=O)NC2CCCC2)c1 (stereo not drawn) | 8% | · | · | -22% | 2% | 0% | ? | -1% | 7% | · | ·
CC(C)[C@H](NC(=O)c1c(F)cccc1F)C(=O)N1CCN(c2ccc(F)cc2)CC1 | 1% | 11% | -4% | -12% | 0% | 1% | -2% | -2% | 0% | -4% | 0%
Clc1ccc(-n2ncc3c(NCCN4CCOCC4)ncnc32)cc1 | 29% | -25% | -5% | -1% | 5% | ? | 3.7µM* | 0% | 6.7µM* | 11% | 4%
CCN1CCN(C(=O)c2cc3sccc3n2CC(=O)c2ccccc2)CC1 | 8% | 6% | -2% | 5% | -4% | -3% | 2% | · | -1% | -1% | -5%
CN(C(=O)CCNC(=O)Cn1cnc2ccccc2c1=O)c1ccc(Br)cc1 | -5% | 14% | -1% | 5% | -3% | 0% | 0% | 1% | 1% | -2% | 1%
CCC(=O)C1CCCN(C(=O)c2ccc3nc(-c4cccc(OC)c4)oc3c2)C1 (stereo not drawn) | 1.4µM* | 2% | ? | 98% | 1.6µM* | -2% | ? | -13% | 8.5µM* | -13% | -14%
COc1ccccc1NC(=O)CSc1nnc(Cn2nnc(-c3ccccc3)n2)n1-c1ccccc1 | 0% | 0% | 6% | -29% | -9% | -28% | -12% | 0% | -1% | -9% | 5%
Cc1ccc(CNC(=O)CCCc2ccccc2)cc1 | -3% | -6% | -8% | -7% | 2% | 1% | 1% | -9% | ? | 0% | -3%
Cc1nc2c(sc(=S)n2Cc2ccco2)c(=O)n1CC(=O)Nc1ccccc1F | 0% | 0% | 9% | -24% | 0% | 0% | -2% | -22% | 0% | -4% | -2%

These rows are one share of the data; the hit share may differ from the screen's.
